# RGS4 block: inhibitors of human RGS4; P49798; HEK293 M3R/RGS4 inducible, Fluo-4 calcium flux; stronger effect = higher value; triggered by carbachol at its EC20; B-score at 10 µM; actives 0.45% (n = 310,000);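 active = B-score, a plate-corrected calcium signal, over three deviations above library mean, with baseline fluorescence within five deviations of library mean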;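 note: RGS4 expression induced by doxycycline in cells with stable M3 receptor; B-score is computed from the integrated fluorescence ratio over baseline after carbachol; higher B-score means a larger calcium signal and so more RGS4 inhibition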
# Target sequence (P49798 whole entry, looked up): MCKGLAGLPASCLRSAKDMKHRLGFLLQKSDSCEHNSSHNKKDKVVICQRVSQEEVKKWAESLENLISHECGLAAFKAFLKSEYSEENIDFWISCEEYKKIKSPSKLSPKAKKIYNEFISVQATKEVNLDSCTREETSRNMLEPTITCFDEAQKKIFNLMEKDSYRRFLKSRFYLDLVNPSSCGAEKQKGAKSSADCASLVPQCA
# KCNK3 block: human KCNK3 channel inhibition, primary screen; CHO-KCNK3 thallium flux, FluxOR fluorescence; stronger effect = lower value; B-score at 10 µM; actives 0.84% (n = 340,000); AID 602410;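 active = B-score under library mean minus 4 SD, starting fluorescence ratio at most library mean plus 5 SD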;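 note: more negative B-score means stronger inhibition of thallium flux through KCNK3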
# RGS4 act: RGS4 potentiation or activation. actives 0.92% (n = 310,000). AID 463111. B-score at 10 µM. HEK293 M3R/inducible RGS4, carbachol calcium flux Fluo4; stronger effect = lower value;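 active = B-score of the integrated calcium signal more than 4 SD below the library mean, with starting fluorescence not abnormally high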;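 note: negative B-score means reduced calcium response which marks RGS4 activation or potentiation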
#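 System – HEK293 FlpIn-TREx cells, stable M3R, doxycycline-inducible RGS4 · Reagent – ECmax carbachol challenge · Times – compound preincubation 20 min at room temperature before agonist · Technique – Fluo4 fluorescence kinetic imaging of calcium · Measure – B score of integrated Fluo4 ratio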
# KCNK9 inh: inhibitors of human KCNK9 two-pore domain potassium channel. Q9NPC2. HEK293 KCNK9, FluxOR thallium flux fluorescence; stronger effect = lower value. B-score at 10 µM. actives 1.2% (n = 310,000). AID 488922;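 active = ratio B-score over 3 SD below the library mean, with starting fluorescence within 5 SD of its mean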;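 note: negative B-score means less thallium flux so channel inhibition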
# Target sequence (Q9NPC2 whole entry, looked up, the tested form may be a part): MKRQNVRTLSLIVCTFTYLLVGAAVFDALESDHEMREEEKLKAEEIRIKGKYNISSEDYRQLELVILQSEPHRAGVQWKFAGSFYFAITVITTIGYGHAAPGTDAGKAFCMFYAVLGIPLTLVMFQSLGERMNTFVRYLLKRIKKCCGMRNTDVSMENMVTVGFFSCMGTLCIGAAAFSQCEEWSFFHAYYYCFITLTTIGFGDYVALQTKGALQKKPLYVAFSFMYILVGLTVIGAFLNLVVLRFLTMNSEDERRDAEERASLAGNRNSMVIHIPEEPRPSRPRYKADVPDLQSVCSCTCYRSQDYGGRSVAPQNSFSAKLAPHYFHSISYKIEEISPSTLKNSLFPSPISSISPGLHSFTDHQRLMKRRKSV
# KCNQ1 pot: potentiators or activators of human KCNQ1 potassium channel; B-score at 10 µM; actives 0.35% (n = 310,000); CHO-K1 KCNQ1, thallium flux FluxOR fluorescence; stronger effect = higher value; AID 2648;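 active = fluorescence ratio B-score, a plate-corrected score, at least three library SD, with initial intensity B-score within 5 SD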
#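 System: Stable KCNQ1 CHO-K1 line | Incubation: 90 min dye loading and 20 min compound exposure, both at room temperature | Measure: Ratio B score | Medium: Assay buffer for compound exposure, DMSO matched across wells | Compound dosing: Single-concentration screen | Probe or stimulus: K+/Tl+ depolarizing stimulus | Measured by: Kinetic FluxOR fluorescence, 10 s baseline plus 110 s post-stimulus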
# hERG protect: hERG (human) protection from proarrhythmic block; CHO-hERG, FluxOR thallium flux, dofetilide IC70 present; activation (rescue from dofetilide block), less the hit threshold, % at 10 µM; actives 0.51% (n = 310,000); AID 1511;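 active = activation above the mean of controls blocked by dofetilide plus 5 SD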;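 note: thallium influx through hERG after potassium depolarization seen as dye fluorescence rise; in these data hits start at about 4.7%; inactives centre near -7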
# TMEM16A act: activates or potentiates the mouse TMEM16A chloride channel | Q8BHY3 | B-score at 10 µM | HEK293 TMEM16A/YFP-H148Q/I152L, iodide quench fluorescence; stronger effect = lower value | actives 0.3% (n = 340,000);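 active = fluorescence-ratio B-score plate-corrected deviation score at least 3 library SD below zero, with starting fluorescence score within 5 deviations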;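 note: channel opened by trigger with iodide after compound preincubation; score built on the fluorescence ratio of max minus min over baseline; more negative score means more quench and so TMEM16A activation or potentiation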
# SKKanGAS inh: blocks kanamycin growth of S. pyogenes SKKanGAS strain. BacTiter-Glo, 6 h. inhibition, % at 7.5 µM. actives 1.3% (n = 300,000);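 active = mean replicate score, as percent of positive control median, at least 50; inconclusive = mean below 50 but one replicate at or above 50; inactive = mean and every replicate below 50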;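 note: strain carries kanamycin resistance gene driven by streptokinase promoter and grows in 40 µg/ml kanamycin; loss of luminescence reflects streptokinase promoter inhibition or plain growth inhibition; 0% = median of DMSO wells and 100% = positive control at its reference dose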
# KCNQ1 block: blocks the human KCNQ1 potassium channel; CHO-K1 KCNQ1, FluxOR thallium flux fluorescence; stronger effect = higher value; B-score at 10 µM; actives 1.3% (n = 310,000);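 active = compounds whose thallium flux B-score, printed positive for inhibition, exceeds three library SD while starting fluorescence stays within three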;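 note: channel opened by potassium depolarization with thallium stimulus after 20 min compound exposure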
# HDAC3 inhib: human HDAC3 inhibition; O15379; recombinant HDAC3, fluorogenic peptide/trypsin coupled, fluorescence; inhibition, % at 8.3 µM; actives 0.15% (n = 320,000); in the data active = inhibition above about 26%, passing the limit was not always enough; inconclusive = no clear call, values can overlap the other calls
# Target sequence (O15379 whole entry, looked up): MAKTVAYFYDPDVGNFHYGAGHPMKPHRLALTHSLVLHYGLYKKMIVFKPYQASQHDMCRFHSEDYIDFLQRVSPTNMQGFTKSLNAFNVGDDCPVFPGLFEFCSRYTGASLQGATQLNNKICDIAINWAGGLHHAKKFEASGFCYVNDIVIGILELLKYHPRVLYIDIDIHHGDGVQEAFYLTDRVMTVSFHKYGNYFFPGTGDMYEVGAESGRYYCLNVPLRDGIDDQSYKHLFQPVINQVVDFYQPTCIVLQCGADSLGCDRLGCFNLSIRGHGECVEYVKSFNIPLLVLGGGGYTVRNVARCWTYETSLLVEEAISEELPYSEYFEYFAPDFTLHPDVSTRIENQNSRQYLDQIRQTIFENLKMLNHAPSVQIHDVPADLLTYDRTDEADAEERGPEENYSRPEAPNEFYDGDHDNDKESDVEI
# ANO1 block: inhibitors of mouse TMEM16A calcium-activated chloride channel. Q8BHY3. HEK293 TMEM16A/YFP iodide influx fluorescence, ionomycin. normalized B-score (activity score, 25-100; higher = stronger inhibition) at 10 µM. actives 1.2% (n = 310,000);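 active = ratio plate-corrected score three or more library SD toward inhibition, starting fluorescence score within five deviations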;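 note: score derived from kinetic fluorescence span divided by baseline fluorescence per well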
# * = called active by the depositor; i = inactive; ? = inconclusive; . = not tested or not shown; & = joins results of further samples. Outcome played no part in choosing rows, and some 6.3% of all compounds hit somewhere here.
SMILES,RGS4 block,KCNK3 block,RGS4 act,KCNK9 inh,KCNQ1 pot,hERG protect,TMEM16A act,SKKanGAS inh,KCNQ1 block,HDAC3 inhib,ANO1 block
O=C(Cc1c[nH]c2ccccc12)NCc1ccncc1,i,i,i,i,i,-6.7,i,0.6,i,-8.1,i
CCOc1ccccc1N(CC(=O)OC)S(=O)(=O)c1ccccc1,i,i,i,i,i,-16.8,i,-3.1,i,0.1,i
COc1ccccc1NC(=O)c1ccc(Cl)c(S(=O)(=O)N2CCOCC2)c1,i,i,i,i,i,-8.4,i,1.2,i,-9.1,i
O=C(NC1CCCCC1)c1cc2nc3c(c(C(F)(F)F)n2n1)CCCC3,i,i,i,i,i,-8.3,i,8.9,i,-3.3,i
COc1ccc(CNS(=O)(=O)c2ccc(-c3ccc(=O)[nH]n3)s2)cc1OC,i,i,i,i,i,-6.1,i,0.3,i,-1.1,i
CCCOc1ccc(C(=O)NC(=S)Nc2nc(C)c(C(=O)N(C)C)s2)cc1,i,i,i,i,i,-13.6,i,6.5,i,3.1,i
Cc1cnc(=O)[nH]c1SCc1ccc(C(F)(F)F)cc1,i,i,i,i,i,-4.7,i,0.0,i,-0.1,i
CC(C)c1ccc(NC(=O)C2CC2c2ccccc2)cc1 (stereo not drawn),i,i,i,i,i,-7.7,i,-1.5,i,2.8,i
N#CCCc1cccc(CCC#N)c1,i,i,i,i,i,-6.3,i,4.1,i,-1.6,i
O=C1Nc2ccccc2S/C1=C/c1cccs1,i,i,i,i,i,-5.1,i,-8.7,i,2.7,i
CC(C)Nc1cc(N2CCCC2)ccc1[N+](=O)[O-],i,i,i,i,i,-8.0,i,-2.3,i,1.0,i
CCOc1ccc(/C(C)=N/NC(=O)C(OC)c2ccccc2)cc1 (stereo not drawn),i,i,i,i,i,-16.1,i,-6.2,i,.,i
O=C(C1CCC(CNc2c(N3CCCCC3)c(=O)c2=O)CC1)N1CCN(c2ccccn2)CC1 (stereo not drawn),i,i,i,i,i,-10.0,i,2.4,i,2.3,i
CCOc1ccc(N(CC(=O)N2CCCCC2)S(=O)(=O)c2ccc(Cl)cc2)cc1,i,i,i,i,i,-8.9,i,2.2,i,0.9,i
O=C(O)CC1S/C(=N/N=C/C=C/c2ccccc2)NC1=O (stereo not drawn),i,i,i,i,i,-1.8&-4.4,i,6.2&7.1,i,?,i
COc1ccc(NC2CCCN(C(=O)c3ccccc3C(F)(F)F)C2)cc1 (stereo not drawn),i,i,i,i,i,-9.6,i,-1.7,i,-8.9,i
O=C1CC(N2CCN(Cc3ccc4c(c3)OCO4)CC2)C(=O)N1c1cccc2ccccc12 (stereo not drawn),i,i,i,i,i,-9.0,i,-0.9,i,-3.0,i
CC(=O)NCCc1nc2ccccc2n1Cc1ccc(C)cc1,i,i,i,i,i,-12.8,i,-3.7,i,-13.9,i
O=C(NCc1ccccn1)c1n[nH]c2ccccc12,i,i,i,i,i,-16.6,i,-4.9,i,1.8,i
Cc1ccc(C)c(N(CC(=O)NC2CCCC2)C(=O)c2oc(C(C)(C)C)cc2C)c1,i,i,i,i,i,-7.2,i,14.9,i,10.0,i
COc1ccc(C(=O)Cn2nnc(-c3ccccc3NC(=O)C3CCCCC3)n2)cc1,i,i,i,i,i,-5.4,i,7.1,i,-1.0,i
O=C(O)CC(C(=O)O)n1nc(-c2ccccc2)cc1-c1ccccc1 (stereo not drawn),i,i,i,i,i,-1.0,.,-2.8,i,-5.2,i
O=C(CCNC(=O)c1ccccc1)N/N=C/c1ccc([N+](=O)[O-])cc1,i,i,i,i,i,-8.9,i,-10.1,i,3.0,i
N#Cc1c(NC(=S)NC(=O)Cc2cccs2)sc2c1CCCCC2,i,i,i,i,i,-13.6,i,59.3*,i,2.2,i
COc1cccc(C(=O)NNC(=O)Cc2csc(N)n2)c1,i,i,i,i,i,-6.7,i,2.7,i,-3.0,i
Cc1cc(C)n(CC(=O)NC2CCCCC2C)c(=O)c1C#N (stereo not drawn),i,i,i,i,i,-1.8,i,-5.0,i,2.8,i
CC(/C=C1\NC(=S)NC1=O)=C\c1ccccc1,i,i,i,i,i,-5.6,i,3.4,i,11.4,i
Cc1ccc(C)c(NC(=O)CN(C)C(=O)CCN2C(=O)c3ccccc3C2=O)c1,i,i,i,i,i,-10.8,i,-5.6,i,-4.2,i
O=CN1CCN(c2ncnc3c2nnn3Cc2c(F)cccc2Cl)CC1,i,i,i,i,i,-2.3,i,4.2,i,14.2,i
CCCC1C2C(=O)N(c3ccccc3OCC)C(=O)C2ON1c1ccccc1 (stereo not drawn),i,i,i,i,i,-12.3,i,-7.0,i,2.6,i
COc1ccc(NC(=O)Cn2c(C)cc(=O)c3cccc(OC)c32)cc1,i,i,i,i,i,-6.7,i,-2.6,i,4.0,i
CC(=O)Nc1cc(C(=O)NCCN2CCN(Cc3ccccc3)CC2)ccc1Sc1ccc(C)cc1,i,i,i,i,i,-20.6,i,7.0,i,5.3,i
O=C(/C=C/c1ccc([N+](=O)[O-])cc1)NCCN1C(=O)S/C(=C\c2ccc(F)cc2)C1=O,i,i,i,i,i,-12.1,i,0.7,i,5.9,i
Cc1noc(C)c1COC(=O)Cc1ccc(Br)cc1,i,i,i,i,i,-5.4,i,16.7,i,4.1,i
O=S(=O)(NCc1ccccn1)c1cc(C(F)(F)F)ccc1Cl,i,i,i,i,i,-15.7,i,-0.4,i,3.3,i
Cc1ccc2c(c1)nnn2C1CCN(CC(=O)Nc2ccc(F)cc2)CC1,i,i,i,i,i,-3.7,i,-6.4,i,2.8,i
COc1ccc(-c2cc(C(F)(F)F)nc(-n3cncn3)n2)cc1,i,i,i,i,i,-14.6,i,-6.9,i,-2.9,i
COc1cc(NC(=O)CSc2nnc(NC(C)C)s2)cc(OC)c1OC,i,i,i,i,i,-9.8,i,17.5,i,6.1,i
Cc1cn(Cc2ccccc2Cn2cc(C)c(=O)[nH]c2=O)c(=O)[nH]c1=O,i,i,i,i,i,-4.4,i,-8.6,i,0.4,i
CCOC(=O)C1(Cc2ccccc2)C(=O)N(CCCN(C)C)c2ccccc21 (stereo not drawn),i,i,i,i,i,-2.6,i,-5.4,i,1.3,i
Cc1ccc(C2(c3noc(CN4CCC(C(=O)N5CCOCC5)CC4)n3)CCCC2)cc1,i,i,i,i,i,-16.6,i,9.2,i,-3.2,i
Cc1oc2c(c(C)cc3oc(=O)c(CC(=O)NCCCN4CCCC4=O)c(C)c32)c1C,i,i,i,i,i,-6.7,i,-3.8,i,-6.2,i
COc1ccc(CNC(=O)c2ccc3oc(C(C)C)nc3c2)cc1,i,i,i,i,i,-1.3,i,14.7,i,-4.5,i
O=C(CN1CCC(NC(=O)c2cccc(F)c2)CC1)Nc1ccc(Br)cc1,i,i,i,i,i,-2.4,i,-9.3,i,2.8,i
CCc1ccc(N2CC(C(=O)NCCC3=CCCCC3)CC2=O)cc1 (stereo not drawn),i,i,i,i,i,-6.2,i,-2.9,i,3.0,i
COc1cc2c(cc1OC)CN(C(=O)c1ccc3[nH]c(C)c(C)c3c1)CC2,i,i,i,i,i,-16.5,i,1.5,i,2.0,i
COc1ccc(/C=C2\CCC(C3CCCC3)C2=O)cc1Cn1nc(C)cc1C (stereo not drawn),i,i,i,i,i,-9.5,i,-2.5,i,2.8,i
O=C1CNC(=S)N1CCc1ccccc1Cl,i,i,i,i,i,-9.4,i,0.9,i,-1.9,i
COC(=O)c1cn(NC(=O)c2cccnc2)c(=O)c2ccccc12,i,i,i,i,i,-1.4,i,-3.5,i,-4.4,i
CCC1CCC(C(=O)NC(CCSC)C(=O)NCCc2ccc(S(N)(=O)=O)cc2)CC1 (stereo not drawn),i,i,i,i,i,-4.8,i,-5.0,i,-1.9,i
COC(=O)c1cc(S(=O)(=O)NCCCN2CCCC2=O)cn1C,i,i,i,i,i,-3.8,i,1.7,i,4.0,i
Cc1ccc(-c2csc(NC(=O)c3ccc4c(=O)n5c(nc4c3)CCCCC5)n2)cc1,i,i,i,i,i,-22.2,i,41.7,i,2.2,i
Cc1nn(C)cc1/C=C(/C#N)C(N)=O,i,i,i,i,i,2.1,i,-3.3,i,3.7,i
O=C(c1ccc([N+](=O)[O-])cc1[N+](=O)[O-])N1CCc2ccccc21,i,i,i,i,i,-6.5,i,5.4,i,-5.0,i
CCC(C)NCC(O)COCc1ccc(Cl)cc1 (stereo not drawn),i,i,i,i,i,-1.5,i,-12.4,i,-5.2,i
NS(=O)(=O)c1ccc(NCC2COc3ccccc3O2)c([N+](=O)[O-])c1 (stereo not drawn),i,i,i,i,i,-6.9,i,5.9,i,10.0,i
CC1CCN(C(=O)Cn2cc(C(=O)c3ccco3)c3ccccc32)CC1,i,i,i,i,i,-6.5,i,-4.2,i,4.5,i
O=C(O)c1ccc(S(=O)(=O)NCc2cccnc2)cc1,i,i,i,i,i,-8.0,i,-2.8,i,1.3,i
CN1CCN(C(=O)/C=C/c2ccc([N+](=O)[O-])o2)CC1,i,i,i,i,i,-9.5,i,-7.8,i,.,.
Cc1cccc(N(CC(=O)NC(C)(C)C)C(=O)CS(=O)CC(=O)Nc2ccc(F)cc2)c1 (stereo not drawn),i,i,i,i,i,-9.1,i,2.2,i,6.8,i
# The results go on.
SMILES,RGS4 block,KCNK3 block,RGS4 act,KCNK9 inh,KCNQ1 pot,hERG protect,TMEM16A act,SKKanGAS inh,KCNQ1 block,HDAC3 inhib,ANO1 block
O=c1nc(-c2ccccc2)cc(C(F)(F)F)[nH]1,i,i,i,i,i,-3.6,i,0.6,i,-0.1,i
O=C1c2ccccc2NC(c2ccc(O)c(O)c2)N1c1ccccc1Cl (stereo not drawn),i,i,i,i,i,-8.4,i,2.8,i,-4.0,i
COc1ccc(OCC(=O)Nc2ccc3c(c2)OCO3)cc1,i,i,i,i,i,-9.3,i,1.4,i,1.7,i
COc1ccc(CC(=O)NCC2CCCN(Cc3ccc(SC)cc3)C2)cc1 (stereo not drawn),i,i,i,i,i,-2.5,i,1.0,i,-1.3,i
COCCNc1nc(N)c([N+](=O)[O-])c(N2CCCCCC2)n1,i,i,i,i,i,-2.8,i,37.1,i,4.5,i
COc1ccc(C(O)(CCC(C)C)C(CN2CCOCC2)c2ccc(Cl)cc2)cc1 (stereo not drawn),i,i,i,i,i,-4.5,i,20.8,i,8.3,i
S=C1NC2CCCCC2N1 (stereo not drawn),i,i,i,i,i,-4.1,i,3.7,i,-5.2,i
O=S(=O)(c1ccccc1)c1nc(-c2ccccc2)oc1N1CCOCC1,i,i,i,i,i,-5.7,i,-3.6,i,-6.3,i

# High-throughput results as filed in PubChem BioAssay.
